A-T KAP1 phos: potential ataxia-telangiectasia treatments restoring KAP-1 phosphorylation. Potency, µM (top dose mostly 57.5 µM), inactives show at the highest dose activation, hits mostly activators. AID 485349. […] A-T fibroblasts, KAP-1 phosphorylation AlphaLISA; neocarzinostatin DNA damage 30 min before lysis. 320,000 tested, 0.19% active; note: potency is the fitted concentration of half-maximal effect; % of control where 0% means no effect; nearly all actives have a fitted effect of over 45% in size
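ATM-like activity read as KAP-1 phosphorylation via AlphaLISA donor/acceptor antibody pairs after lysis and 6 hr at 25C. Cells were ATM-null patient fibroblasts ([…], hTERT), dosed 60 min, then exposed to the DSB inducer NCS for 30 min.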
ASM inhibitor: blocks human secretory acid sphingomyelinase; Potency, µM (highest dose often 57.5 µM), without a hit: top-dose activity change, negative = inhibition, hits mostly inhibitors; AID 504937; placental ASM, HMU-PC fluorogenic substrate, 60 min; 340,000 tested, 0.006% active; note: potency is the fitted concentration of half-maximal effect
Target sequence (P17405 47-631 limits assumed): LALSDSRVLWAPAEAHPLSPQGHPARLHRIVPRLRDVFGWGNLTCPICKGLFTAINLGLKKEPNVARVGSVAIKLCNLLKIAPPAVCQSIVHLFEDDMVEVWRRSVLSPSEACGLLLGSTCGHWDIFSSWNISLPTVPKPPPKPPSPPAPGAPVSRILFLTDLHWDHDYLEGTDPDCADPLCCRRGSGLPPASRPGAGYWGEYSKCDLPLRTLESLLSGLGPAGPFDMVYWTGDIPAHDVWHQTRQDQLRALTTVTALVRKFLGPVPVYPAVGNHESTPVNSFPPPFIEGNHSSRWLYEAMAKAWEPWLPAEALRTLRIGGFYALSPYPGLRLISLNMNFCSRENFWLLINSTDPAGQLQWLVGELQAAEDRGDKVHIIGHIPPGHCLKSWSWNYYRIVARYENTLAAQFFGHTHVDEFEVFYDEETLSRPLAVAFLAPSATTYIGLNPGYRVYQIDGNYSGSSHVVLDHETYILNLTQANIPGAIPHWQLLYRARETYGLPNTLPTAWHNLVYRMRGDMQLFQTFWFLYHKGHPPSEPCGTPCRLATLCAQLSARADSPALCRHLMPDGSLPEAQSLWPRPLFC
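HMU-PC0 cleavage (9 uM final) by human placental ASM, 60 min at 37 °C following 10 min compound exposure at RT; stopped at pH 10, fluorescence Ex 386/Em 447 nm.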
ELG1 repair inh: blocks ELG1-dependent DNA repair in HEK293T cells. HEK293T ELG1-luciferase reporter, luminescence, 16 h; DNA damage induced by 5-fluorouridine. Potency, µM (series often up to 46.1 µM), for the others: at the top dose activity change, negative = inhibition, usual class: inhibitors. 330,000 tested, 2.3% active; note: potency is the fitted concentration of half-maximal effect; % is set by controls: 0 for no effect and ±100 for the full control effect; nearly all actives have a fitted effect of over 55% in size
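HEK293T cells expressing luciferase-tagged ELG1 (2,000/well) received 5-Fluorouridine plus compound or DMSO for 16 hr at 37 °C. Luciferase was read by ONE-Glo luminescence after 30 min at room temperature.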
TCR act: T cell receptor activation. Potency, µM (highest dose often 9.22 µM), for the others: at the highest dose activation of IL-2 secretion, hits mostly activators. primary human leukocytes, anti-CD3, IL-2 HTRF, 48 h. 330,000 tested, under 10 active; note: % of control where 0% means no effect
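1) Mix primary human leukocytes, a-CD3 beads and compound. 2) Incubate 48 hr. 3) Add HTRF IL-2 reagents (a-IL-2-K, a-IL-2-d2).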
Mito fusion act: blocks mitochondrial division or promotes mitochondrial fusion; S. cerevisiae fusion-defective mutant growth rescue, CellTiterGlo 48 h; Potency, µM (series often up to 46.1 µM), for the others: at the highest dose growth rescue (activation), usual class: activators; 320,000 tested, 0.23% active; AID 485298;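 note: potency is the fitted concentration of half-maximal effect; % of control where 0% means no effect; nearly all actives have a fitted effect of over 45% in size; temperature-sensitive fusion mutants such as fzo1-1 at 37 °C on non-fermentable ethanol glycerol medium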
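Read-out: ATP-based luminescence (CellTiterGlo, 10 min ambient) reporting growth of fusion-defective ts yeast after 48 hours at 37C on glycerol/ethanol YPEG medium in the presence of compound.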
TSHR antagonist: blocks TSH signaling through the human TSH receptor | TSHR-expressing cells, TSH-stimulated cAMP HTRF, 2 h; stronger effect = lower value | activity change, negative = inhibition, % at 11.5 µM | 330,000 tested, 0.2% active | AID 504810;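 active = activity change below a set negative limit, meaning inhibition stronger than a set level, cut at about -70% in these data; inconclusive = activity change between two set negative limits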; note: % is set by controls: 0 for no effect and ±100 for the full control effect
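Inhibition of cAMP made by TSHR-expressing cells under TSH stimulation (4nM final, EC80; 2 h, 37 deg C) is quantified with a one-step lysis HTRF kit, anti-cAMP cryptate versus cAMP-d2.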
Eya2 inh: inhibitors of human Eya2 phosphatase activity; recombinant Eya2, OMFP fluorescence dephosphorylation (OMFP is methylfluorescein phosphate); Potency, µM (highest dose often 76.9 µM), inactives show top-dose activity, negative = inhibition, actives largely listed as inhibitors; 330,000 tested, 0.006% active; AID 488837; note: potency is the fitted concentration of half-maximal effect; % is set by controls: 0 for no effect and ±100 for the full control effect
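Eya2 (0.2 uM) preincubated 10 min at ambient with compound, then OMFP substrate added at 50 uM; 10 min reaction in 50 mM HEPES pH 7.5, 50 mM NaCl, 5 uM MgCl2, 0.05% BSA, 1 mM DTT. Fluorescence read at Ex 485/Em 525 nm.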
Tb PFK block: T. brucei PFK enzyme inhibition; O15648; T. brucei PFK, ADP-Glo luminescence; Potency, µM (titrated, usually from 57.5 µM), for the others: top-dose activity, negative = inhibition, hits mostly inhibitors; 330,000 tested, 0.17% active; AID 485367;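 note: potency is the fitted concentration of half-maximal effect; 0% = uninhibited 1x PFK enzyme wells and -100% = no-enzyme wells; nearly all actives have a fitted effect of over 60% in size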
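Compounds were pin-transferred as a titration series up to 57 uM into substrate buffer (0.5 mM F6P, 0.1 mM ATP, pH 8.0), then 1.25 nM PFK was added and reactions ran 45 min before ADP-Glo detection.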
PTAP TSG101 blk: blocks PTAP/TSG101 interaction to inhibit HIV-1 budding; Q99816; Fluorescence polarization, FITC-PTAP peptide / Tsg101 binding; Potency, µM (titrated, usually from 115 µM), for the others: at the highest dose activity change, negative = inhibition, most hits filed as inhibitors; 340,000 tested, under 10 active; active = well fitted inhibition curve with a large enough effect in the main read-out, with a control signal flat, not every such curve was filed as active; inconclusive = small, poorly fitted or top-dose-only effect, or effect the other way, or a change in a side signal; inactive = no such curve, though single readings can be large or run the other way; note: potency is the fitted concentration of half-maximal effect; % of control where 0% means no effect
Target sequence (Q99816 whole entry, looked up): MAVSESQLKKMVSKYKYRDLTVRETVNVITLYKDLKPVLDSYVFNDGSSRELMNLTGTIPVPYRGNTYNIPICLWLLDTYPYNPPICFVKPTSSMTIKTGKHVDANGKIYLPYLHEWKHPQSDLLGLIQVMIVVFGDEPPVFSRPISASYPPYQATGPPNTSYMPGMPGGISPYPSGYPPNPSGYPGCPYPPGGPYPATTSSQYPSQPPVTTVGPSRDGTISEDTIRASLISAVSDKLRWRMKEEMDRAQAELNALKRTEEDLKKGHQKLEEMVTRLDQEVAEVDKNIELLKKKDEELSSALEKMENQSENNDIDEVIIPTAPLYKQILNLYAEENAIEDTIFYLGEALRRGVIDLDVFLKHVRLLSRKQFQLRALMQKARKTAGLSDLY
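Fluorescence polarization binding of Tsg101 binding domain (10 uM final) to FITC-labeled PTAP peptide (50 nM final) in HEPES pH 7.5 buffer with NaCl, Tween 20, EDTA, TCEP. Compounds added before peptide; binding 20 min at RT.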
Integrin act MD: integrin-mediated muscular dystrophy alleviation activation | alpha7betagal myoblasts, beta-gal FDG fluorescence, 48 h | Potency, µM (series often up to 38.3 µM), for the others: at the highest dose activation, usual class: activators | 350,000 tested, 0.064% active | AID 624291;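 note: potency is the fitted concentration of half-maximal effect; 100% = response of the positive control SU9516; nearly all actives have a fitted effect of over 60% in size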
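alpha7betagal+/- myoblasts (passage 13, 250/well) treated 48 h at 37C with compounds at 1:260 dilution of DMSO stock. Lysed, then beta-galactosidase activity read as FDG fluorescence (ex 480/em 540) after 30 min, with pre-read for autofluorescence.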
Chronic BCR inh: blocks chronic active B-cell receptor signaling; AID 493014; ABC-DLBCL IkBa-CBG/CBR reporter, luminescence ratio, 4 h; Potency, µM (series often up to 46.1 µM), without a hit: top-dose ratio change, negative = lower green/red ratio, most hits filed as inhibitors; 340,000 tested, 0.05% active; active = well fitted inhibition curve with a large enough effect in the signal ratio, with a control signal flat, not every such curve was filed as active; inconclusive = small, poorly fitted or top-dose-only effect, or effect the other way, or a change in a side signal; the % refers to the signal ratio;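 note: potency is the fitted concentration of half-maximal effect; plate controls were basal doxycycline-induced cells for no effect and cells given 10 µM MG132 for full effect; MG132 reads +100%, hits lower the ratio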
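TMD8 ABC-DLBCL cells carrying doxycycline-inducible green luciferase fused to IkappaBalpha plus unfused red luciferase were exposed to compounds (up to 46 uM) for 4 hrs at 37C. Activity came from the overlap-corrected green/red luminescence ratio.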
* hit, by the source's call; ? = inconclusive; · = no result given; [ ] = another dose, or the depositor's remark. Unless noted, calls come from the whole dose curve; as a rule, active = well fitted curve in the direction sought with a large enough effect; inconclusive = small, poorly fitted or top-dose-only effect, or another doubt; inactive = no such curve, though single readings can be large; an effect the other way counts as inactive or inconclusive.

Molecule | A-T KAP1 phos | ASM inhibitor | ELG1 repair inh | TCR act | Mito fusion act | TSHR antagonist | Eya2 inh | Tb PFK block | PTAP TSG101 blk | Integrin act MD | Chronic BCR inh
CC(=O)C1=C(O)C(=O)N(CCCCCC(=O)O)C1c1ccc(N(C)C)cc1 (stereo not drawn) | -11% | 5% | 16% | 5% | -2% | 4 | -8% | 2% | 0% | 4% | ?
O=C(Nc1ccccc1C(=O)NC1CCCCC1)c1ccco1 | 2% | -2% | -20% | 7%[46.1 µM] | 8% | -8 | -21% | -2% | -2% | -5% | -8%
COc1ccc(C(=O)N[C@H](C(=O)NCC2CCCCC2)C(C)C)cc1 | · | 1% | ? | -8% | -5% | -32 | 0% | 2% | -4% | -11% | 1%
CCC1CCC(C(=O)NC(CCSC)C(=O)NCCN(CC(C)C)CC(C)C)CC1 (stereo not drawn) | 1% | 0% | 1% | 0% | 10% | 2 | -20% | -2% | -1% | -1% | -1%
Clc1ccc(C2=C3CCCCn4c(-c5ccccc5)c[n+](c43)C2)cc1 | 5% | 89% | ? | 8% | 0% | -1 | 15% | -1% | -2% | -18% | ?
CC(C)Cn1c(SCC(=O)Nc2ncccn2)nc2ccccc21 | 4% | -4% | -17% | 0% | 7% | 12 | -3% | -3% | -6% | -22% | 5%
COC(=O)c1ccc(N(C(=O)c2ccco2)C(C(=O)NC2CCCC2)c2ccco2)cc1 (stereo not drawn) | · | -3% | 11% | 1%[46.1 µM] | -1% | 21 | -20% | -7% | -2% | -21% | 0%
CC(=O)Nc1ccc(S(=O)(=O)N2CCN(CC(O)COc3ccc4ccccc4c3)CC2)cc1 (stereo not drawn) | 0% | -5% | -20% | · | -4% | -4 | -11% | 3% | · | -34% | 1%
CC1(C)NC(=O)N(c2ccccc2Cl)C1(C)NO (stereo not drawn) | -5% | -3% | 17% | -1% | -3% | -11 | 18% | 0% | -5% | 0% | ?
Cc1ccccc1Nc1nc(N)nc(CSc2nc3ccccc3c(=O)n2CCCO)n1 | 10% | -1% | ? | -1% | 0% | 2 | 34% | -13% | -4% | -12% | ?
O=C(NC1CCCCCC1)c1cc(S(=O)(=O)N2CCOCC2)ccc1F | 5% | -1% | 11% | 12% | 8% | -9 | -3% | -3% | -1% | 0% | -6%
CCN(CC1COc2ccccc2O1)S(=O)(=O)c1ccc(C)cc1 (stereo not drawn) | 12% | -4% | -11% | -5%[46.1 µM] | 18% | 0 | -3% | 0% | -2% | 4% | -5%
CC1(C)CC2(CC(c3ccccc3)c3ccc(O)cc3O2)NC(=S)N1 (stereo not drawn) | -5% | -2% | 3% | -8% | -3% | 10 | 0% | -4% | -2% | -8% | ?
O=C(CSc1nc(C2CCCCC2)n(-c2ccccc2)n1)NCC(F)(F)F | 2% | -2% | 6% | -3%[46.1 µM] | 15% | -4 | -16% | 5% | -3% | -21% | -2%
CC(C)c1ccc(OCC(=O)NCc2n[nH]c(=O)c3ccccc23)cc1 | 7% | -4% | 3% | 10% | 5% | -2 | 8% | -4% | -5% | 0% | -1%
CCCCn1c(=O)n(CC(=O)Nc2ccc(OC)c(Cl)c2)c(=O)c2c1nc(CO)n2CCC | -9% | -2% | ? | 4% | -11% | -7 | 3% | -3% | -15% | -15% | ?
COc1ccc(CC2S/C(=C(\C#N)C(=O)NCc3ccco3)N(c3ccc(C)cc3)C2=O)cc1 (stereo not drawn) | 0% | 0% | -5% | 1% | -4% | -4 | -5% | -7% | -8% | -6% | 13%
Clc1ccc(-c2nnc(SCc3ccon3)o2)c(Cl)c1 | 6% | -1% | ? | -4% | 1% | -4 | 2% | 0% | -7% | 17% | ?
CN(C)c1nc(C(=O)OCCO)nc(N(C)C)n1 | 8% | 1% | 7% | 1% | -13% | -1 | -23% | -9% | -1% | -16%[7.66 µM] | 2%
C=CCn1c(SCC(=O)NCCc2ccccc2)nc2c([nH]c3ccccc32)c1=O | 4% | -1% | -2% | -3% | -2% | -10 | 3% | 1% | -1% | -2% | 1%
COc1ccc(/C=C/C(=O)OCC(=O)Nc2cccc(S(=O)(=O)NC3=NCCCCC3)c2)cc1 | 2% | -12% | 8% | 4%[46.1 µM] | · | -9 | -3% | 2% | -10% | 10% | -9%
COC(=O)C1CCC(=S)N1C(=O)c1ccccc1 (stereo not drawn) | -1% | -2% | -4% | · | -4% | 2 | 0% | -12% | -3% | -6% | -2%
NNC(=O)c1ccc(NS(=O)(=O)c2ccc(Br)cc2)cc1 | -2% | · | 9% | · | -3% | -9 | -6% | 0% | · | · | ?
CN(Cc1ccccc1)c1ncnc(N)c1[N+](=O)[O-] | -1% | 1% | ? | 0% | 9% | 2 | 5% | -4% | -4% | ? | ?
NC(=O)C(C(=O)/C=C/c1ccc(Cl)cc1)=C1SCCS1 | 6% | -6% | ? | -7% | -13% | 5 | -4% | -5% | -2% | -27% | ?
COc1ccccc1NC(=S)N1C2CCC1CC(NC(=O)NC13CC4CC(CC(C4)C1)C3)C2 (stereo not drawn) | -11% | 0% | -23% | 0% | 0% | 2 | 23% | 0% | -3% | 3% | -5%
CCOC(=O)N1CCN(C(=O)CCn2nc(-c3ccc(Cl)cc3)ccc2=O)CC1 | 0% | -1% | ? | -4% | 3% | 23 | 3% | 3% | -5% | 8% | 2%
Cc1cc(OCC(=O)Nc2ccc(CN3CCCCC3)cc2)ccc1Cl | 2% | -2% | 11% | -5% | -3% | 8 | 7% | -7% | 0% | -1% | -1%
COc1ccc(NS(=O)(=O)c2cccc(N3CC(O)=C(c4ccccc4)C3=N)c2)cc1 | 6% | 0% | -9% | -6%[46.1 µM] | 0% | -4 | -3% | 0% | -2% | -4% | 1%
COc1ccc(C2CC(=O)N(CC(=O)NCC3CCCO3)c3ccccc3S2)cc1 (stereo not drawn) | -1% | 2% | ? | 4% | -2% | 0 | 2% | -2% | -5% | ? | -24%
CC(C)Oc1ccc(S(=O)(=O)N2CCOCC2)cc1NC(=O)C1=NN(c2ccccc2)C(=O)CC1 | -3% | · | 10µM* | 12% | 13% | -1 | 1% | -3% | 0% | 19% | 13%
O=C(C1=C[C@H](c2ccccc2)C[C@H](OCc2ccc(CO)cc2)O1)N1CCN(Cc2ccc3c(c2)OCO3)CC1 | -3% | 3% | 8.2µM* | 1% | -10% | -5 | -8% | -2% | -1% | -14% | -2%
CC(C)c1ccccc1-n1cc[nH]c1=S | 14% | 1% | 2% | 0% | -16% | 7 | -3% | -18% | -8% | 0% | -4%
COCCn1c(SCC(=O)N2CCC(C)CC2)nc2c(c1=O)SCC2 | -4% | 3% | -4% | -3% | 4% | -12 | 11% | -2% | · | -12% | 15%
Cc1ccccc1S(=O)(=O)Nc1cccnc1 | · | 3% | 5% | 0%[46.1 µM] | 2% | -10 | -6% | -1% | 0% | 9% | -7%
COc1ccc(S(=O)(=O)Nc2nc3c(s2)CCCC3)cc1 | -3% | -2% | 1% | -1% | -2% | 0 | 20% | 1% | -8% | 0% | -5%
COc1cc(OC)cc(C(=O)N[C@H](C(=O)OCC(=O)Nc2ccc(C)cc2C)C(C)C)c1 | 0% | -2% | ? | -2%[46.1 µM] | 0% | 12 | 1% | -2% | -5% | -9% | ?
O=C(c1ccc(Cl)cc1)N1CCCC(C(=O)N2CCN(c3ccccc3)CC2)C1 (stereo not drawn) | 12% | 2% | ? | 1% | -3% | 18 | -29% | -23% | -5% | 22% | 4%
Cn1c(/C(C#N)=C(\O)CN2CCN(Cc3ccccc3)CC2)nc2ccccc21 | -3% | 4% | -11% | -3% | 1% | 4 | 2% | 1% | -7% | -11% | 1%
CC(c1ccccc1)n1c(N2CCNCC2)nc2c1c(=O)[nH]c(=O)n2C (stereo not drawn) | 6% | -1% | 0% | 1% | -2% | 16 | -1% | -5% | -1% | ? | 0%
COc1ccc(-c2cc(C(=O)Nc3ccc(C)c(N)c3)c3ccccc3n2)cc1 | -2% | ? | ? | · | 2% | 5 | -10% | 0% | -8% | -11% | -1%
CCN(CC(=O)NCc1ccc(F)cc1)Cc1nc2cc(Cl)ccc2c(=O)[nH]1 | 9% | -1% | -16% | -3% | 18% | -18 | -2% | -4% | -8% | 1% | ?

Bioassay records as filed in PubChem BioAssay.
